Bioassay records from PubChem BioAssay.
HttQ103 aggreg: qHTS Multiplex Assay to Identify Dual Action Probes in a Cell Model of Huntington: Aggregate Formation (GFP); PC12 HttQ103-GFP aggregates, Acumen cytometry, 40 h; Potency, µM (highest dose often 46.1 µM), inactives show at the top dose activity change, negative = inhibition, most hits filed as inhibitors; hit rate 1.1% among 220,000; further: potency means the concentration at half of the fitted maximal effect; on the % scale 0 is the no-effect control and ±100 the full control effect; nearly all actives have a fitted effect of over 60% in size
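Inducible Q103 Huntingtin exon 1–GFP PC12 line, 1500 cells/well in phenol red free DMEM with 5% equine and 5% calf serum. Tebufenozide 100 nM induced expression; compounds titrated; aggregates quantified by cytometry.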
L3MBTL1 block: qHTS Assay for the Inhibitors of L3MBTL1; Lethal(3)malignant brain tumor-like protein 1 (Homo sapiens), Q9Y468; AlphaScreen L3MBTL1–H3K9me1 peptide binding; Potency, µM (top dose mostly 57.1 µM), for inactives: at the highest dose activity, negative = inhibition, usual class: inhibitors; hit rate 0.66% among 230,000; AID 485360, 2010; further: potency means the concentration at half of the fitted maximal effect; on the % scale 0 is the no-effect control and ±100 the full control effect; nearly all actives have a fitted effect of over 60% in size
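Read-out is AlphaScreen signal from streptavidin donor and nickel chelate acceptor beads (10 ug/mL final each) bridging L3MBTL1 (50 nM) and biotinylated K9-monomethylated H3(1-15) peptide (75 nM), after 30 min compound exposure at room temperature.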
IMPase Li inh: qHTS Assay for Identifying the Cell-Membrane Permeable IMPase Inhibitors: Potentiation with Lithium | hit rate 0.35% among 210,000 | Potency, µM (series often up to 59.4 µM), for the others: at the highest dose activity, negative = IMPase inhibition, most hits filed as inhibitors | CHO-M1 cells, IP1 TR-FRET (IP-One), carbachol + lithium | AID 1457, 2008;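 further: IP1 builds up when IMPase is blocked and the TR-FRET signal falls; potency means the concentration at half of the fitted maximal effect; plate controls were basal vehicle for no effect and high inhibitor control for full effect; nearly all actives have a fitted effect of over 50% in size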
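CHO-M1, 2000 cells/well, 16–30 h culture; cpd + low Li+, 30 min 37C; lysis with d2-IP1/Eu-anti-IP1 Ab, 10 min RT; TR-FRET 665/620 ratio and 620 channel; AC50 via Hill.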
NPSR antag: qHTS Assay for Antagonists of the Neuropeptide S Receptor: cAMP Signal Transduction. Potency, µM (series often up to 38.3 µM), inactives show at the highest dose activity change, negative = inhibition, hits mostly inhibitors. Q6W5P4. CHO-NPSR cells, cAMP TR-FRET, antagonist mode. AID 1461, 2008. hit rate 1% among 220,000; further: potency means the concentration at half of the fitted maximal effect; on the % scale 0 is the no-effect control and ±100 the full control effect; nearly all actives have a fitted effect of over 50% in size; many of its hits are not listed in these tables
Target sequence (Q6W5P4 whole entry, looked up): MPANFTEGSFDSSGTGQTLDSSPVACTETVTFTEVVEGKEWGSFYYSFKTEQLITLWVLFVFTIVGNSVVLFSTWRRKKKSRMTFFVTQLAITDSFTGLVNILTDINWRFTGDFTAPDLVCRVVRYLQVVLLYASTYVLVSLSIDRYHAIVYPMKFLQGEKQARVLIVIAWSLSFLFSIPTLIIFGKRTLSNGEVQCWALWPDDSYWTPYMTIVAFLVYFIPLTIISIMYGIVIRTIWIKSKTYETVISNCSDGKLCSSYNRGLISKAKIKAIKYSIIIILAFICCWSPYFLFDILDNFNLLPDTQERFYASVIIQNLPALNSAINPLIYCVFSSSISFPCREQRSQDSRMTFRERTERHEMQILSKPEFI
CBFb RUNX1 block: qHTS Assay for Compounds Blocking the Interaction Between CBF-beta and RUNX1 for the Treatment of Acute Myeloid Leukemia. Runt-related transcription factor 1 (Homo sapiens) + Core-binding factor subunit beta …. AlphaScreen CBFb-His/RUNX1-biotin binding, biochemical. Potency, µM (titrated, usually from 59.8 µM), without a hit: at the top dose activity, negative = inhibition, actives largely listed as inhibitors. 230,000 tested, under 10 active. AID 1477, 2009; further: % of control where 0% means no effect
Target sequence (Q01196 whole entry, looked up): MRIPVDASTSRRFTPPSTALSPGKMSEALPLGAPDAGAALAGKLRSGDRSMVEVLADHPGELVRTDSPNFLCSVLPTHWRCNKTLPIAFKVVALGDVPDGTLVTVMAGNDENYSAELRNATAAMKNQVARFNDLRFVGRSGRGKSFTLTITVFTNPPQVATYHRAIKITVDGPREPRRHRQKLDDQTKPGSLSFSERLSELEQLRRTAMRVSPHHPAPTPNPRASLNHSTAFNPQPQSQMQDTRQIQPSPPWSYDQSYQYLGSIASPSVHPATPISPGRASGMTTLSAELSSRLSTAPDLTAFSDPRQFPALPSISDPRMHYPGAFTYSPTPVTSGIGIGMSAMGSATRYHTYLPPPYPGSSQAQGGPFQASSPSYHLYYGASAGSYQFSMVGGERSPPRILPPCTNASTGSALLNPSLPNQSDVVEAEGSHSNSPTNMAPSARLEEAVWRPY
Target sequence (Q13951 whole entry, looked up): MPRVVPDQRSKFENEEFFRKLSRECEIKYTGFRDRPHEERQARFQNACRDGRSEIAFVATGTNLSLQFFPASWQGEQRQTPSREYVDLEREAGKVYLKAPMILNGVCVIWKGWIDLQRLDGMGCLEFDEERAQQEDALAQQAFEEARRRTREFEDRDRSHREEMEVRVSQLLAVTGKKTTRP
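His-tagged CBF-beta and biotinylated RUNX1 (30 nM each) were premixed 20 min at room temperature, exposed to compound for 15 min, then given nickel-chelate and streptavidin AlphaScreen beads (50 ng each). After 90 min, AlphaScreen signal was read.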
Epigenetic reg: Quantitative High-Throughput Screen for Regulators of Epigenetic Control; Potency, µM (top dose mostly 53.9 µM), for inactives: at the highest dose GFP activation, most hits filed as activators; hit rate 0.2% among 280,000; murine LDR cells, GFP reporter derepression, 30 h; AID 1865, 2009; further: potency means the concentration at half of the fitted maximal effect; % of control where 0% means no effect; nearly all actives have a fitted effect of over 60% in size
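Murine LDR cells bearing a silenced CMV-driven GFP reporter were exposed to compound for 30 h at 37 C. After PBS washes, GFP-positive cells (20-120 um objects) counted by laser-scanning microplate cytometry.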
Luc counter: Counterscreen for Luciferase (Kinase-Glo TM) Inhibition; Luciferin 4-monooxygenase (Photuris pensylvanica), Q27757; Kinase-Glo luciferase, ATP luminescence, 8 min; Potency, µM (doses to about 38.3 µM), for inactives: top-dose activity change, negative = inhibition, usual class: inhibitors; hit rate 0.28% among 200,000; AID 1379, 2008; further: potency means the concentration at half of the fitted maximal effect; on the % scale 0 is the no-effect control and ±100 the full control effect; nearly all actives have a fitted effect of over 60% in size
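Substrate mix (final 50 mM imidazole pH 7.2, 50 mM KCl, 7 mM MgCl2, 10 uM ATP, 0.01% Tween 20, 0.05% BSA) plus pin-tool compound, then Kinase-Glo detection mix; 8 min ambient, luminescence read.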
Active calls of the source: *; [ ] = dose if it differs, or a comment. The call rests on the fitted dose curve; in most records, active means well fitted curve in the direction sought with a large enough effect; inconclusive means small, poorly fitted or top-dose-only effect, or another doubt; inactive means no such curve, though single readings can be large; an effect the other way counts as inactive or inconclusive. An excerpt; rates above refer to the full screens.

COc1ccc(NC(=O)c2ccc(S(=O)(=O)N(C)C)cc2)cc1 was read as HttQ103 aggreg -12%[9.22 µM], L3MBTL1 block 1%, IMPase Li inh 2%, NPSR antag 0%, CBFb RUNX1 block -13%, Epigenetic reg -0.5% and Luc counter -1%.
For COC(=O)c1ccc(COc2ccccc2[N+](=O)[O-])o1 the results were HttQ103 aggreg 4%, L3MBTL1 block -9%, IMPase Li inh -1%, NPSR antag 11%, CBFb RUNX1 block -8%, Epigenetic reg -1.9% and Luc counter -1%.
`N#CCn1cc(/C=N/NC(=O)c2cc3c(ccc4ccccc43)o2)c2ccccc21` gave HttQ103 aggreg -27%[9.22 µM], NPSR antag -25%, CBFb RUNX1 block 16% and Epigenetic reg 3.2%.
`Cc1nn2c(=S)[nH]nc2[nH]c1=O` gave HttQ103 aggreg 5%, L3MBTL1 block 6%, IMPase Li inh 8%, NPSR antag 20%, CBFb RUNX1 block 2%, Epigenetic reg -0.4% and Luc counter -1%.
`CCN(CC)S(=O)(=O)c1ccc(Cl)c(NC2=NCCCCC2)c1` gave HttQ103 aggreg 6%, L3MBTL1 block -5%, IMPase Li inh 8%, NPSR antag 3%, CBFb RUNX1 block 0%, Epigenetic reg -0.4% and Luc counter -2%.
CCCCCCNC(=O)Cc1c(O)c2ccccc2[nH]c1=O was read as HttQ103 aggreg 11%, L3MBTL1 block 7%, IMPase Li inh 12%[38.3 µM], NPSR antag -3%[46.1 µM], CBFb RUNX1 block 4%, Epigenetic reg -1.6% and Luc counter 1%.
Cc1cc2nnc(SCC(=O)Nc3cccc(S(=O)(=O)N4CCOCC4)c3)n2c2ccccc12 was read as HttQ103 aggreg -18%, L3MBTL1 block 1%, NPSR antag -7%[46.1 µM], CBFb RUNX1 block 5% and Epigenetic reg -0.9%.
For O=C(COc1cccnc1[N+](=O)[O-])NCc1cccs1 the results were HttQ103 aggreg -5%, IMPase Li inh -4%, NPSR antag 10%, CBFb RUNX1 block 2%, Epigenetic reg -3.8% and Luc counter 1%.
CCCn1nnnc1NCc1ccc(Cl)cc1Cl was read as HttQ103 aggreg -2%[9.22 µM], L3MBTL1 block 5%, IMPase Li inh -2%, NPSR antag -1%, CBFb RUNX1 block 12% and Epigenetic reg -0.1%.
COc1ccc(N2CCN(Cc3nc4scc(-c5cccs5)c4c(=O)[nH]3)CC2)cc1 was read as HttQ103 aggreg 8%, L3MBTL1 block -20%, IMPase Li inh -5%, NPSR antag -17%, CBFb RUNX1 block -3%, Epigenetic reg 3.9% and Luc counter 1%.
For C=CCN(C(=O)CCC(=O)Nc1cc(C)on1)C(C(=O)NC(C)(C)C)c1cccc(OC)c1OC (stereo unspecified) the results were HttQ103 aggreg -1%, L3MBTL1 block 2%, IMPase Li inh 3%[38.3 µM], NPSR antag -2%[46.1 µM], CBFb RUNX1 block 3%, Epigenetic reg -1.6% and Luc counter 2%.
For Cn1c(=O)c2c(SCC(=O)NCCc3ccccc3)nc(C3CC3)nc2n(C)c1=O the results were HttQ103 aggreg 8%[9.22 µM], NPSR antag 6%, CBFb RUNX1 block 9% and Epigenetic reg 1.1%.
For CCc1cc2ccc(OC)cc2nc1SCC(=O)NNC(=O)c1ccco1 the results were HttQ103 aggreg 8%[9.22 µM], L3MBTL1 block -7%, IMPase Li inh 0%, NPSR antag 44%, CBFb RUNX1 block -4%, Epigenetic reg 3.0% and Luc counter 2%.
N/C(=N\OC(=O)c1ccccc1)c1ccccn1 was read as HttQ103 aggreg -7%[9.22 µM], L3MBTL1 block -7%, IMPase Li inh -1%, NPSR antag 4%, CBFb RUNX1 block 16%, Epigenetic reg 0.0% and Luc counter 1.4µM*.
CCOC(=O)C1CCN(c2c(N3CCCCCC3)c(=O)c2=O)CC1 was read as HttQ103 aggreg 17%, L3MBTL1 block 11%, IMPase Li inh 15%, NPSR antag -2%, CBFb RUNX1 block -1%, Epigenetic reg 0.0% and Luc counter 2%.
Screening Cc1ccc(C)c(NC(=O)c2ccc[n+](Cc3ccc([N+](=O)[O-])cc3)c2)c1 returned HttQ103 aggreg 9%, L3MBTL1 block 2%, IMPase Li inh -2%[38.3 µM], NPSR antag -6%[46.1 µM], CBFb RUNX1 block -4%, Epigenetic reg 0.0% and Luc counter 0%.
`CC(=O)CC1(O)C(=O)N(Cc2ccccc2)c2ccccc21` (stereo unspecified) gave HttQ103 aggreg 8%, L3MBTL1 block 7%, IMPase Li inh 4%[38.3 µM], NPSR antag -4%[46.1 µM], CBFb RUNX1 block -3%, Epigenetic reg -0.9% and Luc counter 0%.
Screening CC(C)CCN(C(=S)Nc1cccc(C(F)(F)F)c1)C(C)c1ccccn1 (stereo unspecified) returned HttQ103 aggreg -7%[9.22 µM], NPSR antag inconclusive, CBFb RUNX1 block 14% and Epigenetic reg -2.2%.
`COc1cc([N+](=O)[O-])cc(/C=N/NC(=O)C(C)Nc2cccc3ccccc23)c1O` (stereo unspecified) gave HttQ103 aggreg 13µM*, L3MBTL1 block -19%, IMPase Li inh -2%, NPSR antag -15%, CBFb RUNX1 block inconclusive, Epigenetic reg -1.1% and Luc counter -1%.
CC(=O)OC1CC[C@@]2(C)C3CC[C@@]4(C)C(CC5O[C@@]6(CCC(C)CO6)C(C)C54)C3CC[C@@H]2C1 (stereo partly specified) was read as IMPase Li inh 6%, CBFb RUNX1 block 5%, Epigenetic reg 4.0% and Luc counter -1%.
`CNC(=S)NCCc1ccc(OC)cc1` gave HttQ103 aggreg 25%, L3MBTL1 block -9%, IMPase Li inh -9%, NPSR antag 5%, CBFb RUNX1 block 4%, Epigenetic reg 2.6% and Luc counter -1%.
Screening O=C(NCC1CCCO1)c1ccc2c(=O)n(CCc3ccccc3)c(=O)[nH]c2c1 (stereo unspecified) returned HttQ103 aggreg 4%, L3MBTL1 block 2%, IMPase Li inh -23%[38.3 µM], NPSR antag -2%[46.1 µM], CBFb RUNX1 block 8%, Epigenetic reg 0.4% and Luc counter -4%.
Screening N#C/C(=C\c1cn(CC(=O)N2CCCC2)c2ccccc12)C(=O)NCc1ccc2c(c1)OCO2 returned HttQ103 aggreg 26%, L3MBTL1 block 4%, IMPase Li inh 8%, NPSR antag 2%, CBFb RUNX1 block -2%, Epigenetic reg -1.1% and Luc counter 6%.
`O=C(NN=C1c2ccccc2-c2ccccc21)c1cccc(Br)c1` gave HttQ103 aggreg -18%, L3MBTL1 block 7%, IMPase Li inh 12%, NPSR antag -9%, CBFb RUNX1 block -12%, Epigenetic reg -1.0% and Luc counter 3%.
`O=S(=O)(c1cccc2ccccc12)n1nnc2ccccc21` gave HttQ103 aggreg inconclusive, IMPase Li inh 15%[38.3 µM], NPSR antag -3%[46.1 µM], CBFb RUNX1 block -2%, Epigenetic reg -0.4% and Luc counter 19%.
CCOC(=O)C1=NOC(C(=O)NN(C)c2ncc(C(F)(F)F)cc2Cl)C1 (stereo unspecified) was read as HttQ103 aggreg -5%, L3MBTL1 block 18%, IMPase Li inh 4%, NPSR antag 1%, CBFb RUNX1 block -9%, Epigenetic reg 0.9% and Luc counter 0%.
C#CCNC(=O)C1=C[C@H](c2ccc(C(F)(F)F)cc2)C[C@H](OCCCCO)O1 was read as HttQ103 aggreg 11%[9.22 µM], L3MBTL1 block -2%, IMPase Li inh 0%, NPSR antag -1%, CBFb RUNX1 block 18% and Epigenetic reg -0.7%.
`Fc1ccc(Cn2ccc(-c3cnc(-c4ccccc4)s3)n2)cc1` gave HttQ103 aggreg -19%, IMPase Li inh 22%[38.3 µM], NPSR antag inconclusive, CBFb RUNX1 block 29%, Epigenetic reg -2.2% and Luc counter -2%.
`Cc1ccc(-n2c(=O)cc(N3CCN(Cc4ccccc4)CC3)[nH]c2=O)cc1` gave HttQ103 aggreg 9%, L3MBTL1 block -26%, IMPase Li inh 21%[38.3 µM], NPSR antag -7%[46.1 µM], CBFb RUNX1 block 9%, Epigenetic reg -0.8% and Luc counter -4%.
`O=C(O)c1cccc(S(=O)(=O)Nc2ccccc2-c2ccccc2)c1` gave HttQ103 aggreg 8%[9.22 µM], L3MBTL1 block -3%, IMPase Li inh 1%, NPSR antag -3%, CBFb RUNX1 block -1%, Epigenetic reg -3.1% and Luc counter 3%.
`O=C(CCN1C(=O)C2C3CCC(C3)C2C1=O)Nc1ccc(Br)cc1` (stereo unspecified) gave HttQ103 aggreg 2%, L3MBTL1 block 2%, IMPase Li inh -6%, NPSR antag 15%, CBFb RUNX1 block -4%, Epigenetic reg 0.0% and Luc counter 3%.
Screening Cc1nnc(C)n1/N=C/c1cccs1 returned HttQ103 aggreg 10%, L3MBTL1 block 6%, IMPase Li inh -3%[38.3 µM], NPSR antag -1%[46.1 µM], CBFb RUNX1 block 6%, Epigenetic reg -1.1% and Luc counter -3%.
Screening O=C(COn1nnc2ccc(C(F)(F)F)cc21)Nc1c(Cl)cccc1Cl returned HttQ103 aggreg 6%, L3MBTL1 block 9%, IMPase Li inh -2%, NPSR antag -3%, CBFb RUNX1 block -2%, Epigenetic reg -2.5% and Luc counter 5%.
`N#Cc1cc(-c2cccc(Cl)c2)c[nH]c1=O` gave HttQ103 aggreg 1%, L3MBTL1 block 11%, IMPase Li inh 2%[38.3 µM], NPSR antag -3%[46.1 µM], CBFb RUNX1 block 15%, Epigenetic reg 0.6% and Luc counter 4%.

Three structures already listed, sorted by number of heavy atoms, falling:
Screening O=C(COn1nnc2ccc(C(F)(F)F)cc21)Nc1c(Cl)cccc1Cl returned HttQ103 aggreg 6%, L3MBTL1 block 9%, IMPase Li inh -2%, NPSR antag -3%, CBFb RUNX1 block -2%, Epigenetic reg -2.5% and Luc counter 5%.
`Fc1ccc(Cn2ccc(-c3cnc(-c4ccccc4)s3)n2)cc1` gave HttQ103 aggreg -19%, IMPase Li inh 22%[38.3 µM], NPSR antag inconclusive, CBFb RUNX1 block 29%, Epigenetic reg -2.2% and Luc counter -2%.
Screening Cc1nnc(C)n1/N=C/c1cccs1 returned HttQ103 aggreg 10%, L3MBTL1 block 6%, IMPase Li inh -3%[38.3 µM], NPSR antag -1%[46.1 µM], CBFb RUNX1 block 6%, Epigenetic reg -1.1% and Luc counter -3%.
